High-throughput results (PubChem BioAssay)
KLK5 inh: kallikrein 5 (human) inhibition; inhibition, % at 5 µM; recombinant hK5, fluorogenic AMC substrate cleavage; 0.59% of 210,000 active;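 active = inhibition of 40% or more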;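 also: 0% = enzyme controls without compound and 100% = no-enzyme blanks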
Target sequence (Q9Y337 67-293 limits assumed): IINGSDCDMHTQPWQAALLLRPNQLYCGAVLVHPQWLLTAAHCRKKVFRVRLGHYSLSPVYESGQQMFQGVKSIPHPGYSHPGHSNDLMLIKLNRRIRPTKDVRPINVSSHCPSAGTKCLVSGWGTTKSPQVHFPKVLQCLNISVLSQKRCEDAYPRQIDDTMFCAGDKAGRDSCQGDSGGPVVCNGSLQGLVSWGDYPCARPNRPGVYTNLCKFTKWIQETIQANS
MDM2 E3 inh: inhibitors of human Mdm2 E3 ubiquitin ligase. Q00987. cell-based MDM2 ubiquitination luciferase reporter, 2 h; 0 = plate control, 100 = twice control, blank-subtracted. signal enhancement, % at 5 µM. 0.11% of 210,000 active. AID 1230;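 active = signal enhancement of 30% or more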;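 also: luminescence tracks abundance of the self-degrading MDM2-luciferase fusion protein; higher signal means inhibition of MDM2 E3 ligase activity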
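Material: Stable MDM2–luciferase fusion reporter cells | Amount: 2000 cells seeded into each well | Dosing: One concentration, 5 µM, with 0.2% DMSO | Incubation: 4 h cell settling then 2 h compound exposure, 37 °C | Measured by: Luciferase luminescence | Read-out basis: % enhancement relative to plate controls after blank subtraction | Benchmarks: Control and blank well means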
FXIa inh: factor XIa (human) inhibition; 0.14% of 220,000 active; AID 798; inhibition, % at 5 µM; purified FXIa, Boc-Glu-Ala-Arg-AMC fluorogenic substrate;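 active = inhibition of at least 40%; inactive = inhibition below 40%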;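 also: fluorescence of freed AMC excited at 355 nm; 0% = enzyme without compound and 100% = no enzyme blank; many of its hits are not listed in these tables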
Target sequence (P03951 19-387 limits assumed): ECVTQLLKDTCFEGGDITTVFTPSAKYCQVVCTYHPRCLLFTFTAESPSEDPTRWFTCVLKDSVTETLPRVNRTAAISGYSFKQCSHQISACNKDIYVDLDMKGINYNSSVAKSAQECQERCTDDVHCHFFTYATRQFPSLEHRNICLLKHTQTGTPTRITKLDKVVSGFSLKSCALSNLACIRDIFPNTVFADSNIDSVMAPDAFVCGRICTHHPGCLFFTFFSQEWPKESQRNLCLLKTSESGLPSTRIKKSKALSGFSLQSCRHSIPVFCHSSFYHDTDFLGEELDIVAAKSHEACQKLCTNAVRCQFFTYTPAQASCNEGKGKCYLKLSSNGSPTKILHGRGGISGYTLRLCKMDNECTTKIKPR
Target sequence (P03951 388-625 limits assumed): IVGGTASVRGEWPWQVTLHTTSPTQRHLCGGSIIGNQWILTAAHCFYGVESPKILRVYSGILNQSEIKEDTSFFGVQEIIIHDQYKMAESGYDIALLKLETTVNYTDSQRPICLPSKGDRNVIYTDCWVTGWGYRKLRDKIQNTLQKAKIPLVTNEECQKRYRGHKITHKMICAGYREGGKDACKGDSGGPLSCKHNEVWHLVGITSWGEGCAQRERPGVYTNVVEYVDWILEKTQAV
FXIIa inh 1536: blocks human coagulation factor XIIa protease activity; inhibition, % at 5 µM; P00748; 0.3% of 220,000 active; purified FXIIa, Boc-QGR-AMC fluorogenic substrate, 2 h; in the data active = inhibition above about 40%;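 also: 0% = enzyme with no compound and 100% = blank without enzyme; many of its hits are not listed in these tables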
14-3-3 Bad PPI: disrupts binding of bovine 14-3-3 zeta to phospho-Bad peptide | TR-FRET 14-3-3zeta/Dy647-pBad peptide displacement, 1 h | inhibition, % at 21.7 µM | 0.71% of 220,000 active | AID 781;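 active = inhibition above about 70%, limit read from the data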;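 also: 0% = full 14-3-3 plus peptide FRET controls and 100% = background without 14-3-3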
p97 inhibitor: human p97 ATPase inhibition; AID 1481; P55072; recombinant p97 ATPase, Kinase-Glo ATP luminescence, 3 h; 0.42% of 220,000 active; inhibition, % at 8 µM; in the data active = inhibition above about 15%;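 also: 0% = DMSO vehicle and 100% = wells lacking enzyme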
eIF4E 4G PPI: eIF4E/eIF4G interaction inhibition in translation initiation; P63073+Q04637; TR-FRET eIF4E-eIF4GI(517-606) binding, 2 h; inhibition, % at 21.7 µM; AID 782; 0.37% of 220,000 active;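 active = inhibition above about 30%, limit read from the data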;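 also: 0% = full FRET control wells and 100% = background wells lacking eIF4GI fragment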
Wee1 degr inh: human Wee1 degradation inhibition, primary screen. AID 1321. 1.2% of 220,000 active. P30291. HeLa Luc-Wee1K328M stability, luciferase luminescence; 100% = proteasome inhibitor MG132 effect. reporter increase, % at 5 µM;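 active = activation above the mean of all tested compounds plus 3 SD, set per screening run, cut at about 8.8% in these data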;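 also: cells exposed to compound for 20 h before luminescence read; 0% = DMSO alone and 100% = MG132 at 30 µM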
Rad51 HR inh: blocks human Rad51 in homologous recombination | hRad51 DNA strand exchange, fluorescence dequenching | AID 1385 | inhibition, % at 10 µM | 0.085% of 200,000 active;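 active = inhibition above 40% at the single screening dose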;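 also: 0% = DMSO control wells and 100% = blanks with heterologous ssDNA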
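Material: hRad51 filaments on single-stranded DNA; Reagent: Donor/quencher-labelled 47-bp dsDNA substrate; Compound: 10 µM final, single point; Schedule: 37 °C 15-min filament assembly, 30-min compound preincubation, 15-min exchange; Technique: FRET fluorescence, excitation 485 nm, emission 520 nm; Benchmarks: control wells and blank wells on each plate.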
The depositor's hits bear a star; . = no result given; [ ] = remark or other dose.

SMILES	KLK5 inh	MDM2 E3 inh	FXIa inh	FXIIa inh 1536	14-3-3 Bad PPI	p97 inhibitor	eIF4E 4G PPI	Wee1 degr inh	Rad51 HR inh
CCn1c(COc2ccccc2C)nnc1SCC(=O)CC(=O)Nc1ccccc1OC	5	-11	3	1	-10	3	-16	0	1
COC(=O)CN(C)C1CC(=O)N(c2ccc(Cl)cc2)C1=O (configuration not stated)	-8	2	-8	-6	-2	1	-3	0	-6
COc1ccc(CNC(=O)C2COc3ccccc3O2)cc1 (configuration not stated)	6	1	-5	-3	5	2	2	0	-4
Cc1ccc(C(=O)Oc2cccc(NC(=O)c3ccco3)c2)cc1S(=O)(=O)N1CCC(C)CC1	-25	-6	-5	-7	-23[fluorescence artefact?]	5	-9	-1	-2
Cc1cc(=O)oc2cc(OCCC[n+]3ccccc3)ccc12	0	-9	3	10	6	-12	14	-2	-12
COC(=O)CS(=O)(=O)c1cc([N+](=O)[O-])ccc1NC(=O)OC	-6	-4	-5	3	-6	3	0	2	19
CCn1c(CN2CCN(c3cccc(C)c3C)CC2)n[nH]c1=S	-8	3	-4	5	4	0	7[fluorescence artefact?]	-2	16
CN1C(=S)SC(/[N+]([O-])=C\c2cccs2)C1(C)C (configuration not stated)	3	-12	10	22	9	-3	-1	-2	-1
Cc1nc2sc(C(=O)Nc3ccccc3)c(N)c2c(C)c1[N+](=O)[O-]	-2	-15	6	14	12	-4	-1	4	-5
Cc1ccc(C(=O)Nc2c(-c3cccs3)nc3cc(C)ccn23)cc1	-12	4	2	13	-7	6	7	-3	4
Cc1cc(=O)oc2cc(OCC(O)CN3CCN(c4ccccc4)CC3)ccc12 (configuration not stated)	2	-10	0	10	30	-1	6	-2	.
COC(=O)c1ccc(NC(=O)C(=O)N2CCN(C(=S)Nc3ccccc3OC)CC2)cc1	-16	-1	5	11	-17	4	9	7	4
CN(C)S(=O)(=O)c1ccc(Nc2nc(C3CC3)nc3c2nnn3Cc2ccccc2Cl)cc1	-4	-18	12	8	1[fluorescence artefact?]	1	1	3	6
CC1CCN(c2c(NCC3CCC(C(=O)NCCc4ccccc4)CC3)c(=O)c2=O)CC1 (configuration not stated)	-10	.	-6	1	4	-5	1	0	-4
O=C(Nc1ccc2sc3ccccc3c(=O)c2c1)c1ccccc1Cl	-22	-5	0	-5	7[fluorescence artefact?]	6	-21[fluorescence artefact?]	1	15
Fc1cccc(-c2cc3nc4c(c(N5CCC6(CC5)OCCO6)n3n2)CCCC4)c1	16	-31	8	12	-3	-2	-1	-2	4
COC(=O)c1ccc(CSc2ncn[nH]2)o1	1	-17	2	-8	6	3	4	1	1
CC(C)N=C1NN=C(c2ccc(Cl)c(Cl)c2)CS1	-16	-48	-3	4	0	2	-1	0	-36
COc1cccc(Nc2ncnc3nc[nH]c23)c1	5	-18	8	18	8	2	2[fluorescence artefact?]	-2	4
CSc1ccccc1NC(=O)Cn1nc([N+](=O)[O-])cc1C	-3	4	-4	7	-2	0	2	3	-1
Cc1ccc(C(=O)N2CCCC2)c(F)c1F	8	-9	7	14	-3	-1	1	1	-5
Cc1cc(Cl)c(S(=O)(=O)Nc2cc(S(=O)(=O)N3CCOCC3)ccc2F)cc1OCC(N)=O	38	-8	32	27	2	-5	0	0	.
O=C(Nc1ccc(N2CCOCC2)nc1)c1c(F)cccc1F	2	-15	5	14	7	-7	3	6	-20
O=c1c2sccc2nc(SCc2cc(=O)n3cc(Br)ccc3n2)n1Cc1ccccn1	-7	-3	2	14	8	0	0	1	-8
O=C1NC(Cc2c[nH]c3ccccc23)C(=O)N1c1ccc(F)cc1 (configuration not stated)	0	-13	-3	7	-15	1	4	-3	11
O=C(NNC(=S)NC(=O)c1ccco1)c1ccc(F)cc1	-14	-4	3	7	-5	3	5	10*	.
COc1nc(C)nc2c1sc(=S)n2C	2	-12	-3	7	-2	0	0	-3	0
O=C(NCCCn1ccnc1)c1cc2c(s1)CCCCC2	-21	-15	-2	10	-5	7	-1	3	-2
O=C(NCc1ccccc1)c1ccc(-c2ccccc2F)o1	-28	-13	-12	10	-1	0	-8	1	-7
CN(C)c1ccc(NC(=O)c2cnsn2)cc1	3	-38	2	5	-8	-4	9	-3	-2
COc1cccc(C(=O)OCC(=O)Nc2ccccc2N2CCOCC2)c1	16	-4	-4	8	2	5	-7	-2	-6
CCN1CC2([N+](=O)[O-])CC=C(OC)C([N+](=O)[O-])(C1)C2 (configuration not stated)	-4	0	4	5	-5	4	9	2	26
Cc1cc2c3c(c1)C(C)(c1ccccc1)CC(C)(C)N3C(=O)C21C(C#N)=C(N)OC2=C1C(=O)CC(C)(C)C2 (configuration not stated)	4	-1	3	6	7	-1	-1	1	-1
COc1cccc(-c2nc(CCl)cs2)c1	0	-14	0	5	1	4	1	0	.
COC(=O)C1=C(C)NC(=O)/C1=C/c1ccc(CNS(=O)(=O)c2ccc(C)cc2)o1	.	-6	4	13	-12	3	-1	4	-16
CCSc1ncc(Cl)c(C(=O)Nc2ccccc2)n1	7	-13	-8	-2	-4	-6	1[fluorescence artefact?]	2	-5
COC(=O)c1cncc(O)c1	11	-18	-9	21	7[fluorescence artefact?]	-2	-1[fluorescence artefact?]	3	-7
Cc1cc(NC(=O)COC(=O)C(Nc2ccc(C(F)(F)F)cc2Cl)C(C)C)no1 (configuration not stated)	-1	-7	2	8	3[fluorescence artefact?]	3	0	3	5
CCCCc1c(C)c2ccc(OCC(C)=O)cc2oc1=O	-15	-16	-9	-16	.	-1	.	2	-10
Nc1c(Nc2ccccc2)c2ccccc2oc1=O	0	-9	5	19	-1	-1	-4	-1	1
COCCNC(=O)/C(C#N)=C/C(C)=C/c1ccccc1	-7	7	2	7	-11	12	2	2	9
N#CCSc1nnc(-c2ccccc2)c(-c2ccccc2)n1	-3	-1	1	1	4	-5	2	-1	0
c1ccc(Oc2cc(-c3ccccc3)ncn2)cc1	-15	-4	12	2	30	-1	1	4	-6
OCCN1CCN(CC(O)COc2ccc3c(c2)OCO3)CC1 (configuration not stated)	5	-11	1	10	-6	3	12	1	-7
COc1ccc(CCNc2ncnc3sccc23)cc1OC	7	-13	-3	8	-16	3	2	-2	-18
Cc1cccc(NC(=S)N(C)Cc2cn(C)c3ccccc23)c1	-11	-5	5	12	-36[fluorescence artefact?]	0	-8	2	10
Cn1c(=O)c(C(=O)CN2CCN(Cc3ccc4c(c3)OCO4)CC2)c(N)n(Cc2ccccc2)c1=O	4	-10	-1	-1	3	-2	-1	8	12
COc1ccc(C2CC(=O)C=C(O)C2)cc1 (configuration not stated)	-10	-3	1	6	-3	3	-4	1	.
Cc1nc2ccccc2c(=O)n1Nc1cccc(Cl)c1	-7	2	-1	4	-1	-1	2	-1	16
CCOC(=O)C1CCCN(C(=O)c2cccc(S(=O)(=O)N3CCOCC3)c2)C1 (configuration not stated)	-4	-5	-3	5	-10	2	0	4	-3
Further records:
SMILES	KLK5 inh	MDM2 E3 inh	FXIa inh	FXIIa inh 1536	14-3-3 Bad PPI	p97 inhibitor	eIF4E 4G PPI	Wee1 degr inh	Rad51 HR inh
CC12CN3CCN(CC(C3)/C1=N/NC(=O)Nc1ccccc1)C2	-13	-17	-10	1	13	-8	-31	4	3
COc1ccc(C(=O)Cn2c(NCCO)nc3ccccc32)cc1	0	-6	-2	9	-2	1	-1	1	.
O=[N+]([O-])C(=C1Nc2ccccc2N1)C(Cl)=C(Cl)Cl	10	-1	13	17	20	3	9	0	-9
COc1cccc(CC2(CO)CCCN(Cc3cc4ccccc4[nH]3)C2)c1 (configuration not stated)	.	-13	-3	5	-3	-2	4	-1	.
O=C(OCC#CCSc1nc2ccccc2s1)c1ccco1	-11	-4	-13	-2	3	-1	4	1	-5
Cc1ccccc1NCC(=O)N/N=C/C(Br)=C/c1ccccc1	-4	-15	2	15	-2[fluorescence artefact?]	-1	-4[fluorescence artefact?]	-1	2
Cn1c(=O)c2c(nc(NCc3ccccc3)n2CC(=O)NCc2ccccc2)n(C)c1=O	-22	-7	15	3	-2[fluorescence artefact?]	7	0	2	-1
COc1cc(C2NC(=O)NC(C)=C2C(C)=O)cc(OC)c1OC (configuration not stated)	-4	-10	0	5	5	6	2	-3	-6
Cc1ccc(C(=O)Cn2c(C(=O)/C=C/c3ccccc3)nc3ccccc32)cc1	0	1	9	18	-19	1	0	-1	1
CC(C)CC(=O)Nc1nnc(-c2ccco2)s1	2	-3	0	3	-4	1	-8	1	5
